Screens: PubChem BioAssay, National Center for Advancing Translational Sciences (NCATS)
GPT2 inh: blocks human glutamate pyruvate transaminase 2; Recombinant GPT2, coupled pyruvate oxidase/HRP Amplex Red fluorescence; Potency, µM (titrated, usually from 57.7 µM), inactives show at the top dose activity change, negative = inhibition, usual class: inhibitors; 100,000 compounds, 0.25% hits; Q8TD30; further: potency means the concentration at half of the fitted maximal effect; nearly all actives have a fitted effect of over 60% in size; many of its hits are not listed in these tables
Target sequence (Q8TD30 whole entry, looked up): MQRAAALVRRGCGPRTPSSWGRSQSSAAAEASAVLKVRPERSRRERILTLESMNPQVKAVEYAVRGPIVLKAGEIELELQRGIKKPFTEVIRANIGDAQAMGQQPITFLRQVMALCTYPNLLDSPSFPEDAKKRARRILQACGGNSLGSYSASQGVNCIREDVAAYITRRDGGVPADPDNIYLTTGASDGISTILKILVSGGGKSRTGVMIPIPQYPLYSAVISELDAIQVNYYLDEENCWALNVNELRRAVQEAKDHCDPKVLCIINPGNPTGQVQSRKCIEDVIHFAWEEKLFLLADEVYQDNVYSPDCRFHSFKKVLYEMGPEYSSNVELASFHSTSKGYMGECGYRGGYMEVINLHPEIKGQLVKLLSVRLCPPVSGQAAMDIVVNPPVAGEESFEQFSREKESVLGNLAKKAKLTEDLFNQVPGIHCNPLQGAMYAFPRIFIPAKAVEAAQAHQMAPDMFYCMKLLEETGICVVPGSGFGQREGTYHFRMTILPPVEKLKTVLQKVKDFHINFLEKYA
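Fluorescence of coupled pyruvate oxidase/HRP/Amplex Red system (50uM Amplex, 30 min, dark) reports pyruvate formed by GPT2. Enzyme reaction: 10ng/uL GPT2, 2mM L-alanine, 250uM a-KG, 30 min room temperature, pH 7.5; 50uM AOA control.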
Luciferase inh: blocks purified firefly luciferase enzyme activity; purified P. pyralis luciferase, luminescence, biochemical; AID 1347043; Potency, µM (doses to about 115 µM), without a hit: top-dose activity change, negative = inhibition, actives largely listed as inhibitors; P08659; 76,000 compounds, 2.5% hits; further: potency means the concentration at half of the fitted maximal effect; nearly all actives have a fitted effect of over 65% in size
Target sequence (P08659 whole entry, looked up): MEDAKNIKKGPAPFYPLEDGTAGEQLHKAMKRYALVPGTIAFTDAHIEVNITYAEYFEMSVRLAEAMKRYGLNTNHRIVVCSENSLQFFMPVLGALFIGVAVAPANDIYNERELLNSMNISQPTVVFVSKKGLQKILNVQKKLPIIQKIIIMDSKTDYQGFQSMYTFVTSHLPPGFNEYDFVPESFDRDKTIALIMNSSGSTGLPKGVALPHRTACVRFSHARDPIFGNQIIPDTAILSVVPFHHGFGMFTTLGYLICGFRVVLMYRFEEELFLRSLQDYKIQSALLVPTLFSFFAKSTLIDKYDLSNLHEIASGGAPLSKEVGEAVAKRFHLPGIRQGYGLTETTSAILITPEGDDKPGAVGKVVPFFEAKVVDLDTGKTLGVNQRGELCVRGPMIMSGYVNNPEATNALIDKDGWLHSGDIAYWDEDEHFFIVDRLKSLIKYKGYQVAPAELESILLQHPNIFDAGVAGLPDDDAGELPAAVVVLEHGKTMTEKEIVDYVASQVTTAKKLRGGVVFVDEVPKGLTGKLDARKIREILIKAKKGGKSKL
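Purified 10nM P. pyralis luciferase with 10uM D-luciferin and 10uM ATP in 50mM Tris acetate pH 7.5, 10mM Mg acetate, 0.01% Tween-20, 0.05% BSA. qHTS titration; luminescence read by CCD imager.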
3T3 cytotox: kills NIH 3T3 cells | NIH 3T3 viability, CellTiter-Glo ATP luminescence, 48-72 h | Potency, µM (highest dose often 96.7 µM), inactives show at the highest dose activity change, negative = cytotoxicity, usual class: inhibitors | 94,000 compounds, 4.3% hits | AID 1345082; further: potency means the concentration at half of the fitted maximal effect; nearly all actives have a fitted effect of over 55% in size
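Mouse fibroblast NIH 3T3 cells, 400 per well, received compound via pintool and were incubated for 48 or 72 hr prior to CellTiter-Glo ATP luminescence measurement.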
HEK293 tox: cytotoxic compounds in HEK 293 cells; HEK 293 viability, ATP luminescence (CellTiter-Glo), 48-72 h; Potency, µM (series often up to 115 µM), for the others: top-dose activity change, negative = cytotoxicity, most hits filed as inhibitors; 94,000 compounds, 6.6% hits; AID 1345083; further: potency means the concentration at half of the fitted maximal effect; nearly all actives have a fitted effect of over 60% in size
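HEK 293 cells at 250 cells/well were exposed to compounds by pintool transfer for 48 or 72 hr at 37 degree Celsius, 5% CO2. Viability was read as ATP-coupled luminescence with CellTiter-Glo after 10 min at room temperature.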
SNCA expr inhib: SNCA gene expression inhibition. HEK-293 SNCA-luciferase knock-in, luminescence, 24 h. Potency, µM (titrated, usually from 57.2 µM), without a hit: at the top dose activity change, negative = inhibition, usual class: inhibitors. 140,000 compounds, 0.17% hits;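 further: potency means the concentration at half of the fitted maximal effect; plate controls were DMSO cells for no effect and cell-free wells for full effect; nearly all actives have a fitted effect of over 45% in size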
IP6K1 inh: IP6K1 kinase inhibition. IP6K1 kinase, ADP-Glo luminescence, 2 h; stronger effect = lower value. activity change, % (series mostly up to about 58 µM). 140,000 compounds, 0.81% hits. AID 1645851; in the data active means activity change below about -25%
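ADP-Glo luminescence measures ADP made by human IP6K1 during a 2 h RT reaction with ATP/IP6 (mix at 1.3 mM/130 uM); top library doses 57.5 and 19.1 uM final.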
HEK293 viab: reduces viability of HEK-293 SNCA reporter cells; HEK-293-SNCA-luc viability, GF-AFC fluorescence, 24 h; 150,000 compounds, 0.12% hits; Potency, µM (top dose mostly 57.1 µM), inactives show at the highest dose activity change, negative = cytotoxicity, usual class: cytotoxic;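 further: potency means the concentration at half of the fitted maximal effect; 0% = DMSO-treated cells and -100% = medium-only wells without cells; nearly all actives have a fitted effect of over 30% in size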
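HEK-293-SNCA-luc cells (1500/well) plated 24 h, then exposed 24 h to a dilution series; GF-AFC added 30 min at 37C, fluorescence 405/540 nm; normalised to medium-only and DMSO wells, Hill fit.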
* hit, by the source's call; i = inactive; ? = inconclusive; / = no result given; [ ] = remark or other dose. Unless noted, the call rests on the fitted dose curve; in most records, active means well fitted curve in the direction sought with a large enough effect; inconclusive means small, poorly fitted or top-dose-only effect, or another doubt; inactive means no such curve, though single readings can be large; an effect the other way counts as inactive or inconclusive. Unless noted, on the % scale 0 is the no-effect control and ±100 the full control effect. A portion of the library; count on the stated rates, not on these rows.

SMILES	GPT2 inh	Luciferase inh	3T3 cytotox	HEK293 tox	SNCA expr inhib	IP6K1 inh	HEK293 viab
COc1cccc(C(=O)N2CCCN(c3cc(-c4ccc(C)c(C)c4)[nH]n3)CC2)c1OC	-10.3%	-11.0%	?	39.8µM*	-3.2%	-1.7	-6.7%
Cc1ccc2scc(N3CCCCC3)c(=O)c2c1	/	/	/	/	?	-4.7	-9.5%
COc1ccc(-c2nc(C)nc3c2CN(C(=O)C2CCCC2)CC3)cc1	i	/	?	3.6%	-4.7%	0.7	-18.3%
Cc1noc(-c2cn(C3CCN(C(=O)Cc4ccc(OC(F)(F)F)cc4)CC3)nn2)n1	i	8.3%	?	?	-16.8%	31.8	-2.9%
COc1cccc(C(=O)N2[C@@H]3CC[C@H]2CC(NC(=O)c2ccncc2)C3)c1 (some centres undefined)	-0.3%	-9.6%	-4.4%	-9.7%	13.8%	18.2	1.1%
Cc1ccc(NC(=O)CSc2c3c(nc4ccccc24)CCCC3)cc1F	/	/	/	/	-27.6%	-1.3	?
CNC(=O)[C@@H]1C[C@H](Oc2cccnc2)CN1C(=O)c1ccc(OC)c(F)c1	i	-2.7%	-16.1%	-3.1%	21.2%	3.2	-7.0%
CNS(=O)(=O)c1cn(CC(=O)Nc2ccc(OC)cc2OC)cc1S(=O)(=O)NC	/	/	/	/	-11.3%	6.5	4.3%
O=C(c1cccs1)N1CCC(O)(c2ccccc2)[C@H](N2CCCC2)C1 (some centres undefined)	i	?	?	?	32.1%	32.6	-6.8%
Cc1ccc2oc([C@H]3CCN(Cc4ccc(N(C)C)cc4)C3)nc2c1	-22.3%[88.5 µM]	44.7µM*	?	?	93.6%[activator][87.6 µM]	9.0	3.2%[87.6 µM]
CN(CC1CCOCC1)C(=O)c1cc(F)ccc1Cl	i	-8.0%	i	3.8%	-8.8%	24.3	1.8%
Cn1nc(C2CCCC2)cc1NC(=O)c1ccccc1F	i	/	?	?	86.6%[activator][87.6 µM]	-0.7	6.1%[87.6 µM]
COC(=O)CNC(=O)c1nc(-c2ccsc2)c2cnccn12	4.1%[88.5 µM]	-9.0%[172 µM]	-15.6%[138 µM]	-19.1%[172 µM]	-29.6%[87.6 µM]	2.7	16.7%[87.6 µM]
COc1ccccc1-c1nnc2ccc(C(=O)NCC(C)C)cn12	-6.6%[88.5 µM]	/	-14.0%[138 µM]	3.2%[172 µM]	-14.5%[87.6 µM]	1.1	-3.3%[87.6 µM]
CCc1cccc2c(C(CC(=O)N3CCc4ccccc4C3)c3cccc4c3OCO4)c[nH]c12 (centres undefined)	i	-10.9%	17.8µM*	?	-11.1%	-4.1	?
O=C1CC(c2ccccc2)Cc2[nH]c(=O)c(C(=O)Nc3cccc(Cl)c3)cc21 (centres undefined)	/	/	/	/	-4.4%	-4.2	-6.8%
COc1ccc(OC)c(CNS(=O)(=O)c2ccc(-c3coc(C)n3)cc2)c1	/	/	/	/	9.4%	12.7	1.3%
CCCN(C(=O)c1nn(-c2ccc(C)cc2)c(=O)c2c1c1ccccc1n2C)c1ccccc1C	/	/	/	/	-19.2%	-18.5	7.5%
Oc1c(C(c2ccc(F)cc2)N2CCN(Cc3ccccc3)CC2)sc2nc(-c3ccco3)nn12 (centres undefined)	/	/	/	/	9.9%	-2.2	0.6%
COc1ccccc1C(=O)N1CCCN(c2nnc3ccccn23)CC1	?	-1.9%	-17.2%	-2.9%	11.1%	27.7	-4.8%
Cc1[nH]c(=O)[nH]c(=O)c1CC(=O)N[C@@H]1COCC[C@@H]1OCc1ccccc1	i	9.0%	-4.1%	-2.7%	?	40.6	-4.7%
COc1ccc(CCNC(=O)Cn2c(=O)c3sccc3n(CC(=O)Nc3cccc(C(F)(F)F)c3)c2=O)cc1OC	/	/	/	/	18.1%	5.6	1.3%
COc1ncccc1CNC[C@H]1O[C@@H]2C[C@@H](CC(=O)NCc3cnn(C)c3)O[C@@H]2[C@@H]1O	i	-2.2%[172 µM]	4.6%[174 µM]	1.6%[172 µM]	-0.7%[87.6 µM]	2.2	-0.8%[87.6 µM]
C[C@H](c1onc(-c2ccc(Cl)cc2)c1C(=O)O)N(C)C	i	-6.5%[172 µM]	0.0%[138 µM]	-14.1%[172 µM]	-6.9%[87.6 µM]	2.0	7.8%[87.6 µM]
COc1ccc(-c2nc3ccccc3s2)cc1NC(=O)c1cc2ccccc2o1	/	/	/	/	157.0%[activator]	19.5	?
COc1ccc(NC(=O)Cn2c(=O)n(-c3ccccc3)c(=O)c3c2cc(C)n3C)c(OC)c1	i	-4.3%	?	?	-26.0%	34.0	-15.3%
CC1=C(C(=O)NCc2ccc(Cl)cc2)C2(CCCCC2)OC1=O	/	/	/	/	0.6%	-4.7	6.7%
CC1CCN(C(=O)CCC2(Cc3ccc4ccccc4c3)CCC(=O)N2)CC1 (centres undefined)	3.2%	-13.2%	i	14.5%	8.6%	29.9	7.2%
CCc1nnc(SCc2nc(-c3ccc(OC)c(OC)c3)oc2C)c2cc3sc(C)cc3n12	/	/	/	/	-9.2%	15.1	1.4%
COc1ccccc1CCNC(=O)c1cc2ccccn2n1	/	/	/	/	195.1%[activator]	-1.4	2.7%

3 compounds from above, arranged by length of the SMILES, lowest first:
SMILES	GPT2 inh	Luciferase inh	3T3 cytotox	HEK293 tox	SNCA expr inhib	IP6K1 inh	HEK293 viab
Cn1nc(C2CCCC2)cc1NC(=O)c1ccccc1F	i	/	?	?	86.6%[activator][87.6 µM]	-0.7	6.1%[87.6 µM]
O=C(c1cccs1)N1CCC(O)(c2ccccc2)[C@H](N2CCCC2)C1 (some centres undefined)	i	?	?	?	32.1%	32.6	-6.8%
Cc1noc(-c2cn(C3CCN(C(=O)Cc4ccc(OC(F)(F)F)cc4)CC3)nn2)n1	i	8.3%	?	?	-16.8%	31.8	-2.9%

The listing continues:
SMILES	GPT2 inh	Luciferase inh	3T3 cytotox	HEK293 tox	SNCA expr inhib	IP6K1 inh	HEK293 viab
Cc1ccc(C2CCN(C(=O)Nc3ccc(Cl)c(Cl)c3)C2)cc1 (centres undefined)	/	/	/	/	121.2%[activator]	-15.7	-2.4%
c1cc(-c2cc3c(ccn3Cc3ccncc3)c(N3CCOCC3)n2)c2[nH]ncc2c1	?	-11.0%[172 µM]	?	89.1µM*	?	828.1	-28.6%[87.6 µM]
Cc1nn(C)c(C)c1CCNC(=O)CCC[C@@H]1[C@H]2CCCN3CCC[C@@H](CN1Cc1ccccc1)[C@@H]23	-4.9%	5.7%	-1.4%	9.2%	-7.4%	0.7	-1.8%
Cc1ccc(O[C@H]2CCOC[C@H]2NC(=O)CCc2c(C)noc2C)cn1	-1.2%	1.0%	-8.6%	-7.6%	3.6%	14.5	3.0%
COc1cccc(CCC(=O)N2CCC3(CC2)NC(=O)N(c2cccc(F)c2)N3)c1	?	-2.7%	?	?	-14.7%	-6.1	-3.1%
O=C1NCCCCCCN(C(=O)C2CC=CC2)[C@H]2C[C@H](c3nc(Cc4ccccc4)no3)C[C@@H]12	?	-16.9%	?	?	-21.0%	0.0	-8.7%
CC(C)(C)c1coc([C@@H]2COCCN2Cc2cnc3ccccc3c2)n1	-11.8%[88.5 µM]	3.6%[172 µM]	?	?	25.5%[87.6 µM]	5.7	1.9%[87.6 µM]
COCCNC(=O)Cc1c[nH]c2ncc(-c3ccc(OC)cc3)cc12	?	?	22.4µM*	?	24.2%[87.6 µM]	5.0	8.0%[87.6 µM]
COc1ccc(CN2C[C@H]3CN(Cc4cccc(C)n4)CCN3C2=O)cc1	i	2.5%[172 µM]	-7.6%[138 µM]	-10.8%[172 µM]	12.5%[87.6 µM]	5.5	2.9%[87.6 µM]
O=C(Cn1nnnc1-c1ccccc1F)Nc1ccc(OC(F)(F)F)cc1	/	/	/	/	4.4%	14.7	?
Cc1cc(C)c(NC(=O)N(Cc2ccc3c(c2)Cc2ccccc2-3)C2CCCCCC2)c(C)c1	-1.1%	/	/	/	/	-11.5	-15.0%
Cc1nnc2ccc(N3CCN(C(=O)Cc4ccccc4Cl)CC3)nn12	/	/	?	-25.3%	/	13.7	/
CCOc1ccc(NC(=O)CSc2nc3ccccc3nc2N2CCOCC2)cc1	/	/	/	/	29.6%	-7.8	-0.3%
COc1cc(-c2noc(-c3cc4cc(F)ccc4oc3=O)n2)cc(OC)c1OC	/	/	/	/	-13.8%	15.5	-1.7%
Fc1ccccc1CN1CC[C@H](c2nnc(Cc3ccccc3)o2)C1	-10.5%[88.5 µM]	-5.8%[172 µM]	-9.4%[138 µM]	-10.3%[172 µM]	12.9%[87.6 µM]	-4.1	-14.5%[87.6 µM]
Cc1cc(C)cc(Oc2nc3ccccn3c(=O)c2/C=C(\C#N)c2nc3ccccc3s2)c1	/	/	/	/	-1.1%	-19.4	1.2%
Fc1cc(F)cc(Cc2nc3nccc(-c4ccncc4)n3n2)c1	i	4.2%	?	0.0%	5.2%	4.6	0.6%
CCn1cc(S(=O)(=O)N[C@@H]2CCOC[C@H]2O)c(C)n1	?	0.0%	0.1%	-0.9%	-13.2%	-5.5	4.8%
CCc1nc(-c2c3n(c(=O)n(CC(=O)Nc4cccc(C)c4C)c2=O)CCCC3)no1	i	10.9%	?	17.1%	-19.5%	12.5	-8.2%
CC(C)Cn1cc(NC(=O)N2CCN(c3cccc(Cl)c3)CC2)c2ccccc2c1=O	/	/	/	/	-19.2%	7.6	-12.4%
COc1ccc(C)cc1NC(=O)Cn1c(C)cc2nc3n(c(=O)c21)CCCCC3	1.1%	1.4%	-5.7%	0.2%	-15.3%	2.9	-10.6%
COc1cccc(CNC(=O)CCCn2nc(C)n3c(cc4sccc43)c2=O)c1	/	/	/	/	-24.2%	-9.9	5.6%
CSc1ccc(-c2cccc(C(=O)NCC(=O)NCc3ccccc3F)c2)cc1	1.7%	/	-27.3%	?	-21.3%	-2.9	?
COCCCNC(=O)c1c(NC(=O)Cc2coc3c(C)c(C)ccc23)sc2c1CCCC2	/	/	/	/	-8.0%	31.6	-0.7%
Cc1ccc(C2Cn3nnc(C(=O)N4CCC(C(=O)NCCN5CCCC5)CC4)c3CO2)cc1 (centres undefined)	1.8%	12.6µM*	i	-7.2%	107.0%[activator]	6.4	8.6%
COc1ccc(CCNC(=O)CCc2c(C)nc3c(-c4ccc(F)cc4)c(C)nn3c2C)cc1OC	/	/	/	/	2.6%	14.8	5.7%
CC(C)NC(=O)c1ccc2nnc(-c3ccc(C(F)(F)F)cc3)n2c1	0.5%	/	-23.5%	3.1%	23.4%	11.3	6.8%
CC[C@@H]1[C@@H](NC(=O)c2cc(C)nc3c2c(=O)[nH]c(=O)n3C)[C@@H]2CCO[C@H]12	?	-3.9%	i	2.9%	-4.1%	-6.6	-5.0%
COCCN1C(=O)CS(=O)(=O)C12CCN(C(=O)Cc1ccc(Cl)cc1)CC2	i	-13.5%	-19.0%	-8.5%	-4.0%	-4.0	4.7%
